High-throughput results (PubChem)
PP5 inh: blocks human protein phosphatase 5 activity | P53041 | purified PP5c, OMFP substrate fluorescence | inhibition, % at 6.7 µM | 320,000 compounds, 0.18% hits | AID 1987;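 active = inhibition above the campaign's mean inhibition across all tested compounds plus 3 SD, cut at about 9.5% in these data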;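 also: 0% = DMSO only and 100% = 100 µM cantharidin control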
EBNA-1 inhibitor: blocks EBNA-1 binding to DNA. inhibition, % at 14.8 µM. EBNA-1 DNA binding, fluorescence polarization. 300,000 compounds, 0.34% hits. AID 1950; in the data active = inhibition above about 28%
PP1 inh: PP1-alpha (human) inhibition in PP5 counter-screen; P62136; purified PP1alpha, OMFP fluorescence; inhibition, % at 6.7 µM; 320,000 compounds, 0.9% hits;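 active = inhibition above the mean inhibition of all tested compounds plus 3 SD, computed separately for each screening campaign, cut at about 15% in these data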
Target sequence (P62136 whole entry, looked up): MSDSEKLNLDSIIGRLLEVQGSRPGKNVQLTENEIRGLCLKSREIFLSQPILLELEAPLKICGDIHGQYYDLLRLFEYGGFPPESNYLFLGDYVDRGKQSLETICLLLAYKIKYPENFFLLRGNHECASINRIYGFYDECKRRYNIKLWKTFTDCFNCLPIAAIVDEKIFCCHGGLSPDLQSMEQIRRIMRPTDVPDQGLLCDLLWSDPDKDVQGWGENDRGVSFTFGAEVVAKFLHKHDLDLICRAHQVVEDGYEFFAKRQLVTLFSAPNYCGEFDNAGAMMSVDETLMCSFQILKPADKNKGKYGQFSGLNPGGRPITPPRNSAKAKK
TPT1 inh: C. albicans TPT1 enzyme inhibition; recombinant caTPT1, FP RNA substrate dephosphorylation; inhibition, % at 5 µM; 300,000 compounds, 0.81% hits; AID 1962;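 active = inhibition above the mean of all tested compounds plus 3 SD, set per screening campaign, cut at about 24% in these data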;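 also: plate controls were DMSO alone for no effect and ferristatin control at 100 nM for full effect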
ZTA DNA inh: counter-screen for EBNA-1 inhibitors: inhibitors of Epstein-Barr virus ZTA; ZTA-DNA binding, fluorescence polarization; inhibition, % at 11 µM; 320,000 compounds, 0.15% hits; AID 2234; in the data active = inhibition above about 33%
Target sequence (P03206 whole entry, looked up): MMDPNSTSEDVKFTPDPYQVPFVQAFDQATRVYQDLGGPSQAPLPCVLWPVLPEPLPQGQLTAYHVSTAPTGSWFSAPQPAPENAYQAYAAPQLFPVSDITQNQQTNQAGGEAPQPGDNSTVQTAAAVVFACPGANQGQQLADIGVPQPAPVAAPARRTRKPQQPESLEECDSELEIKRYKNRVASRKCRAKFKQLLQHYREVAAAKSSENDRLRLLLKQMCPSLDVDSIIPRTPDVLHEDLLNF
JMJD2C inh: inhibitors of human GASC-1 (JMJD2C) demethylase | Q9H3R0 | GST-JMJD2C(1-420) H3K9me3 demethylation, DELFIA europium | inhibition, % at 2.35 µM | 330,000 compounds, 0.069% hits;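 active = more than half of a compound's replicate wells show inhibition beyond 50%, single wells judged on their own value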;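 also: signal counts dimethyl H3K9 product captured on neutravidin plate; 0% = median of DMSO wells and 100% = 0.3 times that DMSO median; strong numbers were not always called active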
Target sequence (Q9H3R0 1-420 limits assumed): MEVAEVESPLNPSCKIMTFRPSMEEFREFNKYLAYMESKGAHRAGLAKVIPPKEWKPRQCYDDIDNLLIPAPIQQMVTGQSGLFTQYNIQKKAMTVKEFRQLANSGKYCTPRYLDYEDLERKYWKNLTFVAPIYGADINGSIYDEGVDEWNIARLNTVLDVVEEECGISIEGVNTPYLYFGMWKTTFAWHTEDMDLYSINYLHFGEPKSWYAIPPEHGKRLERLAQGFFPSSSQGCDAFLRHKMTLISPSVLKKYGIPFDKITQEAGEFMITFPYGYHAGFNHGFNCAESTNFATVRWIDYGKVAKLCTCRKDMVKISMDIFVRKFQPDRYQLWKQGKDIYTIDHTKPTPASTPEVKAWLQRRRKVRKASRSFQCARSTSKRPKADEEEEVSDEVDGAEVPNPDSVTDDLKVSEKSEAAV
Fh CTSL1 inh: counter-screen for PFM18AAP inhibitors: inhibitors of F. hepatica cathepsin L1 | recombinant F. hepatica cathepsin L1, Z-Leu-Arg-MCA fluorescence | inhibition, % at 5.96 µM | 300,000 compounds, 0.49% hits;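 active = inhibition above the mean of all tested compounds plus 3 SD, set per screening campaign, cut at about 17% in these data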;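 also: 0% = plate median of test compound wells and 100% = 1 µM Z-Phe-Ala-diazomethylketone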
Yeast superoxide: caloric restriction mimetics inhibiting age-related superoxide in yeast | AID 2690 | 330,000 compounds, 0.18% hits | superoxide response (% of plate mean), % at 10 µM | S. cerevisiae aged cells, superoxide DHE fluorescence; stronger effect = lower value;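 active = superoxide response under a set limit, about three screen SD below normal, cut at about 65% in these data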;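 also: yeast aged for seven days with compound at 30 °C before DHE staining; 100% = average MFI of all compound-treated wells on the plate with controls excluded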
HCV core dimer: HCV core protein dimerization inhibition | TR-FRET GST/Flag-core106 dimerization, 1536-well | inhibition, % at 5 µM | 300,000 compounds, 0.33% hits | AID 1899;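 active = inhibition above the mean of all tested compounds plus 3 SD, set per screening campaign, cut at about 45% in these data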
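assay system = GST-tagged and Flag-tagged HCV core protein residues 1-106 | controls = unlabelled core106 and no-GST-core106 wells | incubation = compound-protein-antibody incubation 4 h at 22.5 °C | probe or stimulus = Eu donor and XL665 acceptor anti-tag antibodies | read-out = % inhibition based on acceptor/donor emission ratio | signal = TR-FRET 671 and 617 nm emission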
* hit, by the source's call; i = inactive; . = no result given; & = joins results of further samples. An unsorted share of the library (roughly 3.1% active in at least one column).

SMILES	PP5 inh	EBNA-1 inhibitor	PP1 inh	TPT1 inh	ZTA DNA inh	JMJD2C inh	Fh CTSL1 inh	Yeast superoxide	HCV core dimer
O=C1CCCc2c1nc(-c1ccc([N+](=O)[O-])cc1)n2O	1.1	-7	-3	-2	9	-1	4	101	-3
Cc1ccc(OCCC(=O)OC(C)C(=O)NC2CC2)cc1 (stereo not drawn)	-3.2	-1	-2	3	-4	4	-21	85	-2
CN1CCN(NC(=O)NC2CCCCC2)CC1	-0.4	3	3	-1	7	-13	-3	105	6
CCc1ccccc1N(CC(=O)NCC1CCCO1)C(=O)CCC(=O)Nc1cc(C)on1 (stereo not drawn)	2.0	6	-1	-1	-2	-17	0	89	4
O=C(C1CCN(S(=O)(=O)c2cccs2)CC1)N1CCCC(C(F)(F)F)C1 (stereo not drawn)	2.5	1	-2	3	4	10	1	94	0
CCOCCn1c(CC)nc2ccccc21	1.7	-7	-4	1	-8	-1	1	99	0
COCCCNC(=S)NNC(=S)Nc1ccc(F)cc1F	0.0	0	-3	-4	8	-6	1	107	0
O=C(Nc1c2c(nn1-c1ccc([N+](=O)[O-])cc1)CS(=O)(=O)C2)C1CC1	-2.6	-7	-4	2	9	7	-1	82	-2
CC1COc2ccccc2N1C(=O)c1ccc(F)cc1 (stereo not drawn)	1.5	-9	-2	3	-2	5	5	118	0
COc1ccccc1/C=N/n1cnnc1	1.8	9	1	-4	-3	19	3	94	-9
CCn1c(=O)[nH]c2ccccc2c1=O	0.1	-5	-6	-5	-9	-14	2	109	-2
CCC(=O)Nc1ccc2c(c1)OCCO2	-0.1	-4	-1	2	11	3	-3	94	4
Cc1ccc(C(=O)N/C(=C\c2ccc(-c3ccccc3[N+](=O)[O-])o2)C(=O)NCCCN(C)C)cc1	5.4	4	0	-20	-7	-3	3	93	-15
N#C/C(=C\c1ccccc1)C(=O)N(c1ccccn1)C1CCCCC1	1.4	-2	0	2	-2	-3	3	101	1
CC(C)c1nnc(NC(=O)CCC(=O)NCCc2ccccc2)s1	-0.7	1	-1	-3	-1	47	-2	83	-7
Cc1ccc(S(=O)(=O)N(CC(=O)NCc2cccnc2)c2ccc(F)cc2)cc1	1.8	-3	-1	0	-3	10	4	100	0
CC1CCC(C(C)C)C(OC(=O)CSc2nnc(N)s2)C1 (stereo not drawn)	1.8	-1	3	-2	-9	3	9	100	-7
Cc1c(O)ccc2c3c(c(=O)oc12)CCC(C)C3 (stereo not drawn)	1.8	-10	0	5	3	8	2	90	17
CN(c1ccc(C(=O)Nc2nccs2)cc1)S(=O)(=O)c1ccccc1	2.3	1	-2	-2	2	1	1	101	-2
Cc1ccccc1CNCc1cccnc1	3.5	3	-1	0	-5	-13	-2	92	-5
CCC(C)N(CC(=O)Nc1cccc(C)c1C)C(=O)CCl (stereo not drawn)	-1.4	2	-4	-1	-7	1	2	90	-2
CC(C)CNC(=O)/C=C/C(=O)O	0.8	-8	3	1	-5	4	2	97	1
COC(=O)N/N=C/c1ccc(-c2cc(Cl)ccc2Cl)o1	2.5	-11	2	0	-8	9	-2	118	4
Cc1c(NC(=O)c2ccc(S(=O)(=O)N3CC(C)OC(C)C3)cc2)c(=O)n(-c2ccccc2)n1C (stereo not drawn)	2.5	-6	1	0	-4	2	-2	107	5
CCCCC(=O)Nc1ccc(C(=O)NNC(=S)NC(=O)c2ccccc2[N+](=O)[O-])cc1	-1.8	-5	1	-1	3	0	2	114	-1
Cc1cccc(NC(=S)NNC(=O)c2cccc([N+](=O)[O-])c2)c1	1.4	2	7	-3	15	-1	2	109	0
Cc1ccc(/C=N/n2c(C3CCCCC3)n[nH]c2=S)s1	0.0	-15	-1	0	-15	-2	1	113	0
CCCN1CCC(NC(=O)Nc2cc(Cl)ccc2OC)CC1	-0.1	-11	-1	-4	-11	-2	0	84	-1
C/C(=C\C(=O)c1ccc(Br)cc1)NCc1ccc(C)cc1	-0.2	-7	1	-3	-15	8	-4	84	5
Fc1ccc2nc(Nc3nc4cc5c(cc4s3)OCCO5)sc2c1	3.8	-17	-1	2	-13	-7	2	114	-34
Cc1ccc(N(C(=O)c2sc(C)nc2C)C(C(=O)NC(C)(C)C)c2ccncc2)cc1 (stereo not drawn)	-1.7	3	5	-1	9	-7	1	92	-2
COc1ccc(OCc2cc(C(=O)NC(C)Cc3cnccn3)no2)c(Cl)c1 (stereo not drawn)	1.3	-13	2	-5	-3	9	1	90	-2
Cc1ccc(NS(=O)(=O)c2cn(C)c(=O)n(C)c2=O)cc1C	1.6	1	-4	-3	-6	2	4	99	-5
Cc1ccc(C)c(NC(=O)c2cc([N+](=O)[O-])cc([N+](=O)[O-])c2)c1	1.9	-7	1	0	10	3	1	110	6
O=c1c2c(C(F)(F)F)cc(C(F)(F)F)nc2[nH]n1-c1ccccc1	1.1	1	0	0	-3	-5	2	102	-7
O=C(Cc1ccccc1)NCC(=O)N1CCN(c2ccccc2)CC1	-3.7	1	0	2	13	-4	4	110	11
CCOC(=O)C(NC(=O)Nc1ccc(Cl)cn1)(Oc1ccc(F)cc1)C(F)(F)F (stereo not drawn)	-1.2	-6	-2	-3	-9	2	16	80	-3
O=C1OCc2cc(NS(=O)(=O)c3cccs3)ccc21	0.5	-4	-3	-2	1	4	-2	115	-5
COC(=O)c1ccccc1C(=O)N(Cc1cccnc1)CC1CCCN(C2CCCCC2)C1 (stereo not drawn)	3.1	-6	-5	-3	-21	-4	-1	104	-11
CCOc1ccc(CNc2ccc(N3CCCC3)cc2)cc1	1.1	79*	16*	4	86*	5	-5	92	2
CN(C)CCCn1c2c(c(SCC(=O)Nc3ccc4c(c3)OCO4)nc1=O)CCCC2	0.4	4	-2	-4	-9	-5	2	111	-5
COc1ccc(C(C(=O)NC(C)(C)C)N(CCC(C)C)C(=O)CCC(=O)Nc2cc(C)on2)cc1 (stereo not drawn)	0.5	-10	-3	-3	-6	-2	0	92	2
CCOC(=O)Cc1cc(=O)n2[nH]cc(-c3ccc(Cl)cc3)c2n1	2.5	-5	6	-5	8	-19	9	100	4
O=C(Nc1ccc([N+](=O)[O-])cc1)N1CCc2ccccc2C1	-7.3	-9	-3	-1	-13	-5	11	103	-10
CCOC(=O)c1sc2ncn(C(C)C(=O)OC)c(=O)c2c1C (stereo not drawn)	1.5	-6	0	-2	-7	-4	1	97	-5
Cc1cc(OCC(=O)NN2C(=O)c3ccccc3C2=O)ccc1Cl	0.0	3	0	-2	11	0	-2	105	9
CC(C)c1nc(-c2ccccn2)no1	0.7	4	-9	0	-1	0	0	107	3
CCOc1ccccc1-n1c(SCC(N)=O)nnc1-c1ccco1	1.7	9	-1	-2	-2	8	-2	98	5
O=C(NCc1ccc2c(c1)OCO2)c1ccccn1	0.1	-10	-6	0	0	5	-5	110	0
Cc1ccc2cc(CCNC(=O)CCCc3ccccc3)c(=O)[nH]c2c1	1.3	-7	-2	-1	2	-6	2	110	2

Continued.
SMILES	PP5 inh	EBNA-1 inhibitor	PP1 inh	TPT1 inh	ZTA DNA inh	JMJD2C inh	Fh CTSL1 inh	Yeast superoxide	HCV core dimer
Cc1cnc(C(=O)OC(C(=O)c2ccccc2)c2ccccc2)cn1 (stereo not drawn)	0.7	.	-1	.	-22	9	.	118	.
CCCn1nnc(NC(=S)NC(=O)/C=C/c2ccco2)n1	1.2	-5	2	2	14	-20	5	103	-1
COc1ccc(NC(=O)CCCNC(=O)c2ccc(Cl)cc2)c(OC)c1	1.3	-7	-2	1	6	7	-4	100	1
CC1CCCC(NC(=O)C2COc3ccccc3O2)C1C (stereo not drawn)	-0.8	.	8	.	1	-5	.	91	.
O=C(CSc1nncs1)NCc1ccc(F)cc1	-0.9	-4	-2	0	3	2	0	98	-2
COc1cc(C)nc(N2CCC(C(=O)NC3CCCCC3)CC2)n1	0.0	-10	-4	-1	-1	3	-4	88	1
C=CCOC(=O)C1=C(C)Nc2ncnn2C1c1cccs1 (stereo not drawn)	4.0	-2	-5	0	-1	-7	-1	88	-2
COC(=O)c1cc(C(C)=O)c(C)[nH]c1=O	0.8	4	0	-4	12	4	-1	101	2
CCC(c1nnnn1Cc1cccs1)N1CCN(C(=O)c2ccco2)CC1 (stereo not drawn)	-0.4	-3	-3	4	4	-1	0	106	3
CC(/C=C(\NC(=O)c1ccccc1)C(=O)N=Nc1c(O)[nH]c2ccc(C)cc12)=C\c1ccccc1	1.4	0	0	-6	-5	1	0	90	40
COC(C[C@@H]1O[C@@H]1C(=O)[C@H](C)OCc1ccccc1)OC	3.6	-2	-4	2	3	-5	28*	101	-5
O=C(NC1CCCCC1)c1n[nH]c2c1CCCCC2	2.1	2	0	1	6	2	1	125	6
CCC(=O)Nc1cccc(NC(=S)NC(=O)c2ccccc2C)c1	-0.1	-7	-2	2	4	-7	-1	92	-3
CCOC(=O)N1CCN(C(=O)CN(C2CCCCC2)S(=O)(=O)c2ccc(Cl)cc2)CC1	3.8	6	-3	4	6	-3	2	83	1
CN(C)c1ccc(/C=C(/NC(=O)c2ccccc2)C(=O)NCCN2CCOCC2)cc1	1.2	-13	1	49*	-8	0	3	i	-11
CC(C)(C)NC(=O)c1ccc(NC(=O)CSc2ccccc2)cc1	2.0	-7	2	3	-10	-10	-4	114	1
COc1ccc(OC)c(NC(=O)C2CCCN2S(=O)(=O)c2cccc3nsnc23)c1 (stereo not drawn)	0.4	2	-2	3	6	-16	-1	103	4
O=C(N/N=C/C(Cl)=C\c1ccccc1)c1ccco1	3.2	1	0	-3	-20	8	3	92	-13
Cc1cccc(/C(N)=N/OC(=O)c2cccc3ccccc23)c1	2.8	3	-1	-3	3	0	0	109	3
S=c1[nH]nc(-c2n[nH]c3c2CCC3)n1/N=C/C=C/c1ccco1	0.6	8	2	-2	6	-9	4	81	-5
CCOC(=O)N1CCC(NC(=O)CCC(=O)N2CC(C)Oc3ccc(Cl)cc32)CC1 (stereo not drawn)	-1.2	3	-1	1	4	3&-1	5	96	-2
COc1ccc(-n2c(SCC(=O)N3CCc4ccccc43)nnc2-c2c[nH]c3ccccc23)cc1	2.7	6	5	1	-4	-2	-1	109	-5
O=C(COC(=O)CC(c1ccccc1)c1ccccc1)Nc1ccc(F)c(F)c1	3.3	10	1	-1	1	7	-1	119	2
CC(O)c1cccc(NC(=O)CCC(=O)O)c1 (stereo not drawn)	0.2	6	-6	0	9	-3	-1	97	-4
COCCCNCC(O)COc1cccc2[nH]c(C)cc12 (stereo not drawn)	2.7	-7	-2	-3	6	25	3	101	-3
